Screening data (PubChem)
GlmU inhibition: inhibition of mycobacterial GlmU enzyme – biochemical, glucosamine-1-phosphate acetyltransferase (AID 1376) | M. tuberculosis GlmU acetyltransferase enzyme assay; higher % means a stronger effect | inhibition, %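 (tested at 30 µM in the primary screen)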, or IC50 in µM where a hit was titrated | 220,000 tested, 0.25% active; in the data active = inhibition above about 13%;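 also: 0% = complete reaction with vehicle and 100% = reaction without substrate; strong numbers were not always called active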
Mtb RmlCD inh: blocks M. tuberculosis RmlC and RmlD coupled enzymes; RmlC+RmlD coupled enzyme assay, percent inhibition; primary screen in compound mixtures; inhibition, % at 3.6 µM; 160,000 tested, 0.03% active; AID 1533; in the data active = inhibition mostly above about 34%, no sharp cut-off; also: some results filed as inactive read as strong as hits
Target sequence (P9WH09 whole entry, looked up): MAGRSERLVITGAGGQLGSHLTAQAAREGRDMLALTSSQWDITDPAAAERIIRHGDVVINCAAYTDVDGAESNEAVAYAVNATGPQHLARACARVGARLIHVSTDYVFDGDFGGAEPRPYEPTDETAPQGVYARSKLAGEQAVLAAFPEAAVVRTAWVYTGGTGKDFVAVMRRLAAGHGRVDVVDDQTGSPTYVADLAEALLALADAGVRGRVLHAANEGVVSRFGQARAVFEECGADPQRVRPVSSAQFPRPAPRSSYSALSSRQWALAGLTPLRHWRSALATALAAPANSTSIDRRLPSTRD
Target sequence (P9WH11 whole entry, looked up): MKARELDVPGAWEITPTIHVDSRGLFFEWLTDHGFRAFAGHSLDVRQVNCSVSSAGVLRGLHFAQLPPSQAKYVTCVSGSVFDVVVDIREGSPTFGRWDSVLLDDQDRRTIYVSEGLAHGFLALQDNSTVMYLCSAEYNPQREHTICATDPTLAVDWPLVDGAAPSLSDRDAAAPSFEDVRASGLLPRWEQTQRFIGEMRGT
Numbers without * were called inactive; / = no result given.

canonical_smiles | GlmU inhibition | Mtb RmlCD inh
CCC(=O)NC(=S)Nc1ccc(NC(=O)c2cccc([N+](=O)[O-])c2C)cc1 | 0.5% | -0.1
Cn1ncc(Br)c1C(=O)NCc1cccs1 | 3.8% | 2.0
CCN(CC(=O)Nc1ccc2c(c1)OCCO2)c1ccc(S(=O)(=O)N2CCOCC2)cn1 | -0.7% | /
COc1ccc(NC(=O)C2(c3ccc(NC(=O)c4ccc(OC)cc4)cc3)CCCC2)cc1 | -5.6% | -12.8
O=C(CC1NCCc2ccccc21)Nc1ccccc1 (configuration not stated) | 2.9% | 12.7
CCCCn1c(SCC(=O)Nc2nccs2)nc2ccccc2c1=O | 4.4% | /
Cc1ccc(C(=O)Oc2coc(CSc3nnc(NC(=O)C4CC4)s3)cc2=O)cc1 | -6.2% | 10.9
COc1ccc(C(c2nnnn2CC2CCCO2)N2CCC(C(N)=O)CC2)cc1 (configuration not stated) | -5.5% | /
CS(=O)(=O)N1CCCC(C(=O)c2cccc(Cl)c2)C1 (configuration not stated) | 1.6% | 35.7
C=C(C)c1cccc(C(C)(C)NC(=O)Nc2nncs2)c1 | 0.8% | 9.6

canonical_smiles | GlmU inhibition | Mtb RmlCD inh
CC(C)(Oc1ccc(Cl)cc1)C(=O)NCc1ccncc1 | 0.8% | -3.7
COc1ccc(CN(C2CCCC2)S(=O)(=O)c2ccc(-n3cnnn3)c(OC)c2)cc1OC | -3.6% | 6.3
COc1ccc(C2=NN(C(=O)CSc3nc4ccccc4s3)C(c3ccc(F)cc3)C2)cc1 (configuration not stated) | -1.8% | /
CN(Cc1ccccc1)S(=O)(=O)c1ccc2c(c1)n(C)c(=O)c(=O)n2C | 1.2% | -0.8
CCCC(C)C(=O)Nc1nc(C)c(-c2csc(Nc3ccccc3OC)n2)s1 (configuration not stated) | 0.6% | 2.4
Cc1ccc(NC(=O)CSc2ccc(-c3ccco3)nn2)cc1 | / | 2.5
O=C(Cc1ccccc1)N[C@@H](Cc1ccc(O)cc1)C(=O)O | 7.6% | /
CCCC1(CCC)C(=O)NC(=Nc2ccc(C)cc2)NC1=O | -0.3% | 1.1
NNC(=O)COc1ccc(C2SCCS2)cc1 | -3.2% | 6.1
Cc1cc(C)cc(C(=O)Nc2nnc(SCC(=O)N3CCCc4ccccc43)s2)c1 | 1.8% | 46.7

canonical_smiles | GlmU inhibition | Mtb RmlCD inh
CSc1ccccc1NC(=O)Cc1ccccc1 | -7.7% | -13.8
CCc1cccc2c(SC(C)C(=O)NCC3CCCO3)nc(-c3ccccc3)nc12 (configuration not stated) | -2.2% | 8.6
CCOc1ccccc1NC(=O)c1cccc(NC(=O)c2ccco2)c1 | -3.0% | 8.7
CCn1c(=O)c(C(=O)NCCc2ccccc2)c(O)c2ccccc21 | -3.8% | -12.2
COc1ccc2c(=O)cc(-c3cccnc3)oc2c1OC | -3.5% | -1.4
CCn1c(SCC(=O)NC2CCCc3ccccc32)nnc1-c1ccncc1 (configuration not stated) | -2.7% | /
COc1ccc(C)cc1N(C(=O)c1cccc(F)c1)c1nc2ccccc2s1 | 0.8% | -8.8
CCCCOc1ccc(/C(O)=C2/C(=O)C(=O)N(CCN(C)C)C2c2ccc(O)c(OC)c2)cc1 (configuration not stated) | 2.9% | /
Cc1cccc(CN2CCN(CC(=O)N3CCCC3)C2=O)c1 | -5.1% | /
CCCCn1c(=NC(=O)c2cccnc2)c(C(=O)OCC)cc2c(=O)n3ccccc3nc21 | -2.2% | /

canonical_smiles | GlmU inhibition | Mtb RmlCD inh
Cc1cc(C(=O)COC(=O)c2ccc(N)c([N+](=O)[O-])c2)c(C)n1-c1ccc2c(c1)OCO2 | -1.0% | 7.3
O=C(NCCc1ccccc1)C1CCN(S(=O)(=O)c2ccc(-c3nn[nH]n3)cc2)CC1 | -1.4% | 12.4
CCOCCn1c(CN2CCCCC2)nc2c1c(=O)n(C)c(=O)n2C | 3.1% | /
COCCCNC(=S)N1CCCN(c2nc3cc(C)ccc3cc2C#N)CC1 | -6.7% | 2.7
COc1ccc(S(=O)(=O)N=C2C=C(C)C(=O)C(C)=C2)cc1 | 4.1% | /
N#Cc1c(SCC(=O)O)nc(N2CCCCC2)c2c1CCCC2 | -1.8% | /
COc1cccc(-n2cn[nH]c2=S)c1 | -0.3% | 23.4
O=C(NC1(C(F)(F)F)NC(=O)N(C2CCCC2)C1=O)C1CC1 (configuration not stated) | -3.0% | /
C(=C\c1ccccn1)/c1ccncc1 | 0.1% | /
CCc1cc(C(c2ccc(F)cc2)N2CCOCC2)c(NC(=O)c2ccccc2)s1 (configuration not stated) | 1.4% | 7.5

canonical_smiles | GlmU inhibition | Mtb RmlCD inh
Cc1ccc(C(=O)Nc2cccc(-c3cnc4ccccc4n3)c2)cc1 | -6.6% | /
C=CCn1c(=O)c2ccccc2n2c(SCC(=O)N3CCCc4ccccc43)nnc12 | 3.3% | -12.2
CC(=O)Nc1ccc2c(c1)C(=O)N(C1CCCCC1)C2=O | -0.9% | /
c1ccn2c(SCc3cn4ccsc4n3)nnc2c1 | -0.8% | 8.5
Cc1[nH]nc2nc(SCC(=O)NCC3CCCO3)n(-c3ccc(Br)cc3)c(=N)c12 (configuration not stated) | -4.1% | /
CCC(=O)Nc1ccc2c(c1)C(=O)c1ccccc1C2=O | -0.6% | /
N#CC1=C(N)Nc2ncnn2C1c1ccc(F)cc1 (configuration not stated) | -4.2% | -3.9
NNC(=O)CCc1ccc(S(=O)(=O)N2CCOCC2)cc1 | -2.3% | 6.8
c1ccc(OCCOc2ncnc3sccc23)cc1 | 1.3% | 8.1
CCCn1c(=O)c(C(=O)NCc2ccncc2)c(O)c2ccccc21 | 0.3% | /

Continued; it opens with the two that closed the last part.
canonical_smiles | GlmU inhibition | Mtb RmlCD inh
c1ccc(OCCOc2ncnc3sccc23)cc1 | 1.3% | 8.1
CCCn1c(=O)c(C(=O)NCc2ccncc2)c(O)c2ccccc21 | 0.3% | /
C=CCn1c(-c2ccccc2OC)n[nH]c1=S | 7.2% | 16.0
O=S(=O)(NCc1cc(-c2ccccc2)no1)c1ccc(Cl)cc1 | -5.7% | /
O=[N+]([O-])c1ccc2nc(/C=C/c3ccc(Cl)cc3)[nH]c2c1 | -1.9% | 7.5
Cc1c(C(=O)Nc2ccc(Cl)cc2)c2ccccn2c1C(=O)c1ccc([N+](=O)[O-])cc1 | 4.4% | -6.5
Cc1ccc(CN2CCN(Cc3cnc(N4CCOCC4)s3)CC2CCO)o1 (configuration not stated) | 2.7% | 5.8
CCCCOC(=O)CSc1nc(N)c(C#N)c(-c2ccc(OCC)cc2)c1C#N | -4.8% | 8.6
CSCCC(NS(=O)(=O)c1ccc2c(c1)oc(=O)n2C)C(=O)NCc1ccccc1 (configuration not stated) | 3.9% | 20.9
CC1=C(C(=O)OCC2CCCO2)C(c2coc3ccccc3c2=O)C2=C(CCCC2=O)N1 (configuration not stated) | 4.9% | 1.3
COc1ccc(-c2csc3nc(-c4ccc(C)cc4)oc(=O)c23)cc1OC | -0.7% | -5.7
COc1ccccc1N1CCN(C(=O)COc2cc(C)cc(C)c2)CC1 | -2.1% | 4.8

canonical_smiles | GlmU inhibition | Mtb RmlCD inh
O=C(Cc1ccccc1[N+](=O)[O-])NCc1ccc(Cl)cc1Cl | -0.5% | 9.4
O=C1CCN(C2CCN(Cc3nc(Cc4ccccc4F)no3)CC2)CCN1 | -2.0% | 2.9
COc1ccccc1OCc1nc(C#N)c(N2CCCC2)o1 | 0.7% | 4.0
CC1C(C(=O)Nc2ccccc2)CCCC1(C)C(=O)O (configuration not stated) | -0.4% | -3.3
CNC(=O)CC1C(=O)N(Cc2ccccc2)C(=S)N1NC(=O)c1cccc(F)c1 (configuration not stated) | 6.8% | 2.2
CN1CCN(C(=O)CN(c2cccc(Cl)c2)S(=O)(=O)c2ccccc2)CC1 | -0.5% | 8.0
CCC(=O)Nc1ccccc1C(=O)NC1CCCCC1 | 4.0% | -7.7
CC(C)CNC(=O)NC1C(NC(=O)NCC(C)C)N(C)C(=O)N1C (configuration not stated) | 5.6% | /
COc1ccc(COc2cc(-c3cccc(OC)c3)nc3ccc(NC(C)=O)cc23)cc1 | -2.0% | /
O=C(Oc1cccc(-n2cnnn2)c1)c1ccccc1Cl | 1.7% | 15.2

5 records drawn at random from those above:
canonical_smiles | GlmU inhibition | Mtb RmlCD inh
CCC(=O)Nc1ccccc1C(=O)NC1CCCCC1 | 4.0% | -7.7
CC(C)CNC(=O)NC1C(NC(=O)NCC(C)C)N(C)C(=O)N1C (configuration not stated) | 5.6% | /
CC1C(C(=O)Nc2ccccc2)CCCC1(C)C(=O)O (configuration not stated) | -0.4% | -3.3
CN1CCN(C(=O)CN(c2cccc(Cl)c2)S(=O)(=O)c2ccccc2)CC1 | -0.5% | 8.0
COc1ccccc1OCc1nc(C#N)c(N2CCCC2)o1 | 0.7% | 4.0

Additional entries follow:
canonical_smiles | GlmU inhibition | Mtb RmlCD inh
C=CCOc1ccccc1C1NC(=O)NC(C)=C1C(=O)NCc1ccccc1 (configuration not stated) | 1.7% | -13.7
COCCCN(C(=O)c1ccco1)c1nc(-c2cc(OC)ccc2OC)cs1 | -0.2% | 21.2
O=C(O)CC12CC3CC(C1)CC(n1cncn1)(C3)C2 | -2.1% | 4.6
O=C(O)CCC(=O)Nc1nc(-c2ccccc2)cs1 | -5.2% | /
Clc1cc(Cl)c(OCc2nc(-c3ccccn3)no2)cc1Cl | -3.3% | -9.0
CN1C[C@@H]2C(c3ccc(C(F)(F)F)cc3)C3(c4cccnc4)CC2(C3)[C@H]1c1ccccc1 (some centres not stated) | -2.2% | /
CNC(=O)c1[nH]cnc1C(=O)N[C@@H](C)C(=O)OCc1ccccc1 | -3.7% | /
CCOC(=O)c1[nH]c2ccc(OC)cc2c1NC(=S)N1CCN(c2ccccn2)CC1 | 0.0% | -8.1
CCOC(=O)C(CC)/C(C)=N\NC(=O)c1cccc(C)c1 (configuration not stated) | -0.3% | 9.7
CC(C)CCOc1ccc(C(=O)NCCC(=O)N2CCOCC2)cc1 | -3.0% | -0.3

Another view of part of the listing above:
Screens in order: GlmU inhibition, Mtb RmlCD inh
> Clc1cc(Cl)c(OCc2nc(-c3ccccn3)no2)cc1Cl
    -3.3%, -9.0
> COCCCN(C(=O)c1ccco1)c1nc(-c2cc(OC)ccc2OC)cs1
    -0.2%, 21.2

Next part:
canonical_smiles | GlmU inhibition | Mtb RmlCD inh
Cc1ccc2cc(CN(CCCN(C)C)C(=S)NCc3ccccc3)c(=O)[nH]c2c1C | -3.7% | 7.8
Cc1ccc2ccccc2[n+]1CCCS(=O)(=O)[O-] | -2.4% | /
O=C(CCc1ccccc1)Nc1c(F)c(F)c(F)c(F)c1F | 4.7% | -4.8
CN(C)/C=C/C(=O)c1ccc(C(F)(F)F)cc1F | -0.9% | -13.3
CCNC(=O)[C@H]1O[C@@H](n2cnc3c(N)nc(NCCc4ccc(CCC(=O)O)cc4)nc32)[C@H](O)[C@@H]1O | 1.4% | /
N/C(=N\OC(=O)CCC1CCCCC1)c1cccnc1 | 8.5% | /
CC(Sc1ccccc1)C(=O)NN=C1CCCCCCC1 (configuration not stated) | 0.2% | 10.1
CCN(Cc1ccncc1)C(=O)CCc1nnc(CCC2CCCCC2)o1 | 6.3% | -2.3
CNC(=O)CN(c1cccc(Br)c1)S(C)(=O)=O | -4.5% | -10.4
Cc1sc2c(c1C)c(=O)n(-c1ccccc1)c1nnc(C)n21 | -3.3% | -8.7

canonical_smiles | GlmU inhibition | Mtb RmlCD inh
CCOCCc1c(O)nc(SCCOc2ccc(C)c(C)c2)[nH]c1=O | 6.1% | -7.2
Cc1ccc(-n2cc(CNCCc3cscn3)c(-c3ccc(F)cc3)n2)cc1 | 4.1% | 5.8
CC(C)(C)C1CCC(OC(=O)c2cncc(Br)c2)CC1 (configuration not stated) | -7.1% | 3.4
c1ccc(CN(Cc2ccccc2)c2c3c(nc4ncnn24)CCC3)cc1 | 1.1% | 6.8
O=C(CCN1CCN(Cc2ccccc2)CC1)Nc1cccc(Cl)c1 | -0.7% | 2.3
COCC(=O)OCC(=O)Nc1ccc(Cl)cc1[N+](=O)[O-] | -1.3% | -12.3
CN1C(=O)C2(Nc3ccccc3-c3nc4ccccc4n32)c2ccccc21 (configuration not stated) | 2.3% | /
CC(C)NC(=O)NC(=O)COC(=O)c1cc[n+]([O-])cc1 | 0.3% | 8.4
O=c1c2ccccc2nc2ccc(N3CCOCC3)nn12 | 0.4% | /
CCc1nccn1S(=O)(=O)c1ccc2ccc(C)cc2c1 | 4.2% | 9.3

canonical_smiles | GlmU inhibition | Mtb RmlCD inh
COc1ccc(C2CC(c3cccs3)=NN2c2ccc(C=O)cc2)cc1 (configuration not stated) | -2.3% | -11.0
COc1ccc(/C=N/NC(=O)Cn2nc([N+](=O)[O-])cc2C)c(OC)c1OC | -2.7% | -13.9
Cc1ccc(/C=C/C(=O)NC2CCS(=O)(=O)C2)cc1 (configuration not stated) | -0.1% | 6.4
C/C(=N\Nc1nc2ccccc2[nH]1)c1ccc(Cl)s1 | -1.8% | 2.7
Cc1cccc(NC(=O)NCc2ccccn2)c1 | 4.8% | /
O=C(N/N=C/c1ccccc1OCc1ccccc1Cl)c1cccnc1 | 0.9% | /
Cc1cc(C)cc(N(CC(=O)NCc2ccc3c(c2)OCO3)C(=O)CCC(=O)Nc2ccccn2)c1 | -0.6% | 7.8
Cc1cc(C)c(S(=O)(=O)N2CCCOC2CNC(=O)C(=O)NCCCn2ccnc2)c(C)c1 (configuration not stated) | 1.4% | 1.5
Cc1c(C2=CCN(S(=O)(=O)c3ccc(Br)cc3)CC2)c2ccccc2n1C | 1.4% | 1.1
Cc1ccc(SC(C)C(=O)NCc2cccnc2)cc1 (configuration not stated) | -2.5% | 40.4
O=C(O)Cc1ccc(NCc2ccccc2Cl)cc1 | 3.0% | 6.2

A portion of the library; the hit share may differ from the screen's.
